Bioassay records as filed in PubChem.
Yfh1-off respiration – enhancers of respiration in Yfh1-depleted yeast, dose response, Friedreich's ataxia, plus single-dose screen (AID 1465); fold induction at 50 µM; hits with a dose series show EC50 in µM; actives 0.074% (n = 220,000); S. cerevisiae Yfh1-off respiration, WST-1 reduction, 72 h; higher fold induction means a stronger effect;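 active means fold induction of absorbance versus untreated yeast above a set limit, then at least 30% activation at any dose in follow-up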;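 further: activators that raise dye reduction in frataxin-depleted yeast; strong numbers were not always called active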
Dynein cargo inh – inhibitors of GR-EGFP nuclear translocation, primary screen, dynein cargo transport inhibitor project, imaging, high-content, 3617.4 mouse cells; test concentration mostly 20 µM; stimulated with dexamethasone, 1 µM; stronger effect = lower value; z-score, hits read low; actives 0.47% (n = 220,000); AID 1381, 2008;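 active means plate z-score of nuclear minus cytoplasmic receptor signal below a set negative limit, without overly bright fluorescence or cell loss, cut at about -3.5 in these data, passing the limit was not always enough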;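 further: z-score of nuclear minus cytoplasmic ring GR-EGFP intensity difference per well; some compounds called inactive have numbers as strong as hits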
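medium = tetracycline-free induction medium containing charcoal-stripped FBS | probe or stimulus = dexamethasone, 1.0 µM final | timing = 48 h induction, then 1 h compound, then 30 min agonist, 37 °C | detection = automated 10x imaging of fixed Hoechst-stained cells | read-out basis = nuclear versus cytoplasmic GR-EGFP signal, averaged per well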
P. falciparum M1AAP – P. falciparum M1AAP inhibitors, biochemical, fluorogenic H-Leu-NHMec substrate, 1536-well (AID 1445). Aminopeptidase N (Plasmodium falciparum (isolate 3D7)). recombinant M1AAP, H-Leu-NHMec fluorogenic kinetic assay; higher % means a stronger effect. inhibition, % at 30 µM, or IC50 in µM where a hit was titrated. actives 0.42% (n = 220,000);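 active means primary inhibition above the hit cutoff, then over 50% inhibition at one or more dose response concentrations, cut at about 23% in these data, passing the limit was not always enough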;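 further: plate controls were DMSO full reaction for no effect and no enzyme background for full effect; strong numbers were not always called active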
T cell HTS – modulators of CD8 T cell-vesicle binding, primary screen, mouse 2C CD8+ T cells, flow cytometry. 2C CD8+ T cell-vesicle binding; stronger effect = lower value. calls only at 7 µM. actives 0.068% (n = 330,000). AID 2052, 2009;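 active means response, share of CD8 T cells binding vesicles, and their 90th percentile fluorescence all below set limits, cut at about 80% in these data, passing the limit was not always enough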
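Benchmarks: naked versus QL9-loaded vesicles / Assay system: purified 2C TCR transgenic mouse naive CD8+ T cells / Technique: high-throughput flow cytometry with anti-B7-1 and anti-CD8 staining / Timing: Cell–vesicle co-incubation 1.5 h at 37 °C, staining 20 min on ice / Read-out: percent CD8+ FL2 mean versus row control / Probe or stimulus: QL9-loaded Drosophila micro-vesicles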
MT stabilize HCS – microtubule stabilizers in HeLa cells, primary screen, imaging, high-content imaging. HeLa tubulin immunostaining HCS, 24 h; share of cells brighter than vehicle mean+2SD. actives 0.83% (n = 200,000). AID 2205, 2009. % tubulin-high responders, % at 10 µM;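 active means plate Z-score above 3 for both tubulin-high and condensed-nucleus cell shares, with cell loss under 80%, at 10 µM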;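 further: anti alpha tubulin signal scored within the nucleus-defined area of each cell; some results filed as inactive read as strong as hits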
WT yeast gro inh – growth inhibition of WT strain, primary screen, mitochondrial fusion inhibitor project, WT and mutant strains, chemical genetic | mitochondrial fusion phenotypic screen | inhibition, % at 10 µM | actives 2.1% (n = 190,000) | AID 1362, 2008; in the data active means inhibition above about 58%; tested in S. cerevisiae
M17LAP inhibition – P. falciparum M17LAP inhibitors, primary screen, biochemical, fluorogenic H-Leu-NHMec substrate, 1536-well (AID 1619). recombinant M17LAP, H-Leu-NHMec fluorogenic kinetic assay; higher % means a stronger effect. actives 0.38% (n = 220,000). inhibition, % at 30 µM; hits with a dose series show IC50 in µM;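 active means compound inhibiting the enzyme by more than half at any dose during confirmatory dose-response retesting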;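 further: plate controls were full reaction with DMSO carrier for no effect and no enzyme background for full effect; strong numbers were not always called active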
Autophagy mod – autophagy modulators in MEF cells, primary screen, imaging, high-content, MEF GFP-LC3; actives 0.98% (n = 190,000); AID 463193, 2010; MEF GFP-LC3 puncta imaging; test concentration mostly 10 µM; calls only at 10 µM (by protocol);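 active means percentage of spot-positive cells more than 3 SD above its plate mean, without a fluorescence outlier flag or 80% toxicity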;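 further: spot-positive cell cutoff set from DMSO-treated cells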
b-catenin transl – modulators of beta-catenin nuclear translocation, primary screen, imaging, HeLa cells, immunofluorescence, high-content; nuclear translocation activity, % at 5 µM; actives 0.3% (n = 190,000); AID 1665, 2009;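 active means nuclear translocation activity above 50% at 5 µM, with a well cell count of 50 or more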;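 further: per-cell ratio of nuclear to cytoplasmic median beta-catenin stain intensity; plate controls were DMSO negative control for no effect and GSK-3 inhibitor IX positive control for full effect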
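Assay system: human HeLa cells, native beta-catenin; doses: 5 µM primary, 0.02–20 µM confirmation; incubation: compound treatment 24 h, 37°C, 5% CO2; technique: fluorescence imaging of beta-catenin antibody stain plus DAPI; measure: % activation, nuclear-to-cytoplasmic median beta-catenin signal ratio per cell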
WT yeast gro inh mutant strain – second read-out of WT yeast gro inh, no call of its own (marks repeat the call); inhibition, %; mitochondrial fusion phenotypic screen, mutant strain inhibition
Dynein cargo inh cytoplasmic EGFP – also measured in Dynein cargo inh; calls as there; z-score; measured here: cytoplasmic GR-EGFP intensity; stronger effect = higher value
Dynein cargo inh nuclear GR-EGFP – recorded beside Dynein cargo inh, whose call it bears; z-score; measured here: nuclear GR-EGFP intensity;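 lower value marks the stronger effect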
Dynein cargo inh cell count – also measured in Dynein cargo inh; calls as there; z-score; measured here: cell count per field
b-catenin transl cell count 5 µM – recorded beside b-catenin transl, whose call it bears; cell count; measured here: cell count, cytotoxicity flag
T cell HTS vesicle-bound % – second read-out of T cell HTS, no call of its own (marks repeat the call); double positive events, %; measured here: CD8+ vesicle-bound cell fraction;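 binding gate set so that unloaded-vesicle control wells show 10% double positive cells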
MT stabilize HCS Hoechst-high % – also measured in MT stabilize HCS; calls as there; % Hoechst-high responders; measured here: nuclear condensation Hoechst responders;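 share of cells brighter than vehicle mean plus two SD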
MT stabilize HCS cytotoxicity % – second read-out of MT stabilize HCS, no call of its own (marks repeat the call); toxicity, %; measured here: cytotoxicity by cell density;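 0% = mean cell density of plate MIN control wells and 100% = no cells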
Autophagy mod cell loss 18 h – second read-out of Autophagy mod, no call of its own (marks repeat the call); toxicity, %; measured here: cell loss, nuclei count;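 cell loss after 18 h compound exposure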
Starred values were filed as active, the others as inactive; i = inactive; nt = not tested or not shown; + = active, no number.

SMILES	Yfh1-off respiration	Dynein cargo inh	Dynein cargo inh cytoplasmic EGFP	Dynein cargo inh nuclear GR-EGFP	Dynein cargo inh cell count	P. falciparum M1AAP	T cell HTS	T cell HTS vesicle-bound %	MT stabilize HCS	MT stabilize HCS Hoechst-high %	MT stabilize HCS cytotoxicity %	WT yeast gro inh	WT yeast gro inh mutant strain	M17LAP inhibition	Autophagy mod	Autophagy mod cell loss 18 h	b-catenin transl	b-catenin transl cell count 5 µM
O=C(C1=C[C@H](c2coc3ccccc3c2=O)C[C@H](OCCCCO)O1)N1CCOCC1	i	-0.011	-0.22	0.28	-0.36	-1%	i	48	2.2	2.1	4.8	4	2	-6%	i	-14	-1.7	1121
O=[N+]([O-])c1cc(-c2cnc3ccccc3n2)ccc1Oc1ccc(Cl)cc1	i	0.45	-0.15	0.14	-0.64	-5%	i	44	5.7	1.5	11	33	12	3%	+	29*	-1.3	1139
CC(=O)Cc1nsc(NC(=O)c2ccc(Br)o2)n1	i	-0.72	-0.22	0.07	-0.72	1%	i	33	1.3	2.3	6.3	-6	-4	32%	i	4	-1.1	1139
CC(C)C(NC(=O)c1cccs1)c1nnc(SCC(=O)Nc2nccs2)n1C (stereo unspecified)	i	-0.35	-0.26	-0.84	1.4	4%	i	53	3.7	1.9	4.1	2	6	6%	i	-12	nt	nt
O=C(C1CCN(S(=O)(=O)c2cccc3nsnc23)CC1)N1CCc2ccccc21	i	-0.62	-0.25	-0.16	0.29	6%	i	46	4.5	3.6	11	-4	11	3%	i	18	nt	nt
O=C(O)C1CC=CCC1C(=O)Nc1ccc(N2CCN(Cc3ccccc3)CC2)cc1 (stereo unspecified)	i	-0.61	-0.3	-0.58	1	-1%	i	39	4.0	3.5	3.8	13	-4	7%	i	7	0.8	447
O=C(CNc1ccccc1)Nc1ccc(F)cc1	i	-0.84	-0.26	-0.19	0.76	5%	i	9	1.1	0.4	35	-5	-7	20%	i	5	-4.0	858
COCCOCCOCCC(=O)NC1CC2CCC1(C)C2(C)C (stereo unspecified)	i	-0.61	-0.36	-0.25	0.64	-4%	i	45	4.2	3.8	7.4	-1	6	11%	i	9	-3.9	874
CC(C)n1cc(C(=O)c2cc(Br)ccc2O)cc(C#N)c1=O	i	0.054	-0.23	-0.15	0.7	14%	i	39	3.3	1.7	1.9	11	6	39%	i	7	nt	nt
CCc1ccccc1NC(=O)Cn1nnc(-c2cccs2)n1	i	2.2	0.2	1.7	-2.6	4%	i	36	5.0	2.3	7.1	13	26	-1%	i	-11	-3.4	850
COc1ccc(C(=O)NNC(=O)C(=O)Nc2ccc(C)c(Cl)c2)cc1	i	2.6	-0.29	1.4	-1.7	9%	i	18	3.8	2.2	6.1	-14	-1	-2%	i	-5	-2.4	1082
CC(C)(C)C(=O)/C(=C/c1ccncc1)n1cncn1	i	-5.1*	0.92*	-2.6*	0.099*	6%	i	61	11	9.9	28	3	1	3%	i	23	1.2	1413
Nc1ncnc(Nc2cccc(C(F)(F)F)c2)n1	i	0.77	-0.11	-0.15	-1.2	4%	i	31	2.7	3.3	7.8	-18	-7	-6%	i	-1	-1.3	1290
COc1ccc2c(CC(=O)OCC(=O)Nc3cccc(S(N)(=O)=O)c3)coc2c1	i	0.47	0.16	1.3	-2.4	1%	i	60	nt	nt	nt	nt	nt	-13%	nt	nt	-0.5	1300
CCOC(=O)N1CCN(c2ccc([N+](=O)[O-])cc2F)CC1C (stereo unspecified)	i	-0.15	-0.24	0.12	-0.15	8%	i	37	2.0	1.7	3.9	8	7	-2%	i	-18	0.2	1014
O=S(=O)(c1ccc(S(=O)(=O)N2CCCN(Cc3ccccc3)C2)cc1)N1CCCCCC1	i	-0.32	-0.21	-0.0028	0.82	1%	i	50	2.3	2.2	6.9	-6	-4	1%	i	9	0.2	921
CC(C)C[C@H](NC(=O)c1[nH]cnc1C(=O)Nc1ccc(CNC(=O)OC(C)(C)C)cc1)C(=O)OCc1ccccc1	i	-0.62	-0.81	-0.47	0.9	-13%	i	36	nt	nt	nt	nt	nt	13%	nt	nt	0.1	1371
COc1ccc(CCN(Cc2ccccn2)C(=S)Nc2cccc(SC)c2)cc1OC	i	1.7	-0.13	0.93	-0.94	9%	i	61	2.6	1.6	0.5	41	11	-7%	i	33	-0.8	1030
CC(=O)Nc1ccc(Br)c(Cl)c1	i	-0.2	-0.16	-0.26	-0.46	1%	i	34	nt	nt	nt	nt	nt	-9%	nt	nt	0.5	1051
O=C1c2ccccc2C(=O)C12OC2c1ccc(Cl)cc1Cl (stereo unspecified)	i	-4.6*	0.67*	-2.7*	-1.3*	6%	i	41	3.7	3.0	9.1	17	3	-5%	i	8	-0.1	503
O=[N+]([O-])c1ccccc1N(CC1CO1)S(=O)(=O)c1ccccc1 (stereo unspecified)	i	1.1	-0.25	0.89	-0.41	-3%	i	42	nt	nt	nt	14	8	7%	i	15	-0.2	1552
CCOC(=O)N1CCN(C(=O)/C=C/c2ccc([N+](=O)[O-])cc2)CC1	i	-0.5	-0.3	-0.18	0.29	-2%	i	60	1.9	1.5	8.6	-10	-10	4%	i	28	-3.4	1069
Cc1ccn2c(c1)nc(=S)n2C(=O)c1ccco1	i	-0.62	-0.12	0.57	-0.9	6%	i	46	2.1	2.6	7.2	4	0	10%	i	1	-1.6	544
CCOC(=O)C1=C(O)C(=O)N(c2ccc(S(N)(=O)=O)cc2)C1c1ccc(OC)cc1OC (stereo unspecified)	i	-0.2	-0.28	0.35	-0.73	0%	i	39	4.9	2.2	8.3	-9	22	22%	i	2	-3.0	1024
COc1cccc(C2CCCCN2Cc2nc(-c3ccc(C)o3)oc2C)c1 (stereo unspecified)	i	1.1	0.043	0.84	-0.6	-3%	i	47	2.2	2.4	5.9	-10	4	-2%	i	10	0.5	918
O=C(NNc1ncc(C(F)(F)F)cc1Cl)c1ccc(Cl)c(Cl)c1	i	0.041	0.095	0.13	-0.56	-1%	i	51	nt	nt	nt	nt	nt	6%	nt	nt	-3.8	1084
CCO/C=C1/C(=O)N(c2ccc(OC)cc2)C(=O)c2ccccc21	i	-0.58	-0.25	0.21	0.32	5%	i	26	3.4	1.9	6.2	3	-4	-9%	i	7	-2.1	1040
O=C(Nc1cccnc1Cl)c1ccc(Cl)c([N+](=O)[O-])c1	i	0.75	-0.13	1.8	-1.2	19%	i	17	5.3	2.3	5.6	6	-16	16%	i	8	-0.6	540
O=C(NCc1ccccc1)C1CCCN(C(=O)Nc2ccccc2)C1 (stereo unspecified)	i	0.38	-0.25	0.35	0.093	-8%	i	44	2.7	1.0	5.9	-3	-44	-1%	i	-1	-1.4	1089
N#Cc1c(-c2ccco2)cc(-c2cccnc2)nc1N	i	0.098	-0.26	0.23	0.54	20%	i	31	2.3	2.0	11	11	26	-242%	i	6	-0.1	1162
Cc1nc(SCC(=O)N2CC(=O)Nc3ccccc32)c2c(C)c(C)sc2n1	i	0.64	-0.26	0.56	-0.81	-1%	i	41	1.4	0.9	6.8	-5	-12	-1%	i	8	1.7	1420
CCCc1nc2c(sc3nc4c(cc32)COC(C)(C)C4)c(=O)n1CCN(C)C	i	0.5	-0.13	0.6	-1.3	-8%	i	48	3.3	2.6	4.7	-13	-10	-16%	i	14	-1.0	1051
O=C(Nc1cccc2ncccc12)c1ccc(-c2ccc(Br)cc2)o1	i	-0.39	0.12	-0.27	0.72	-3%	i	26	2.1	1.0	2.0	14	-7	-10%	i	-1	0.8	1405
COc1ccc(/C=N/NC(=S)Nc2cc(C(F)(F)F)ccc2Cl)cc1	i	-0.48	-0.17	-0.17	0.066	1%	i	16	nt	nt	nt	nt	nt	-4%	nt	nt	-0.5	1385
CCC(CC)NC(=O)Cc1ccc(F)cc1	i	-0.66	-0.33	-0.29	1.1	5%	i	58	2.5	2.2	1.1	-2	-2	-6%	i	19	-0.9	874
CCOC(=O)c1ccc2nc(NC(=O)c3ccco3)sc2c1	nt	0.34	-0.22	0.24	-0.38	4%	i	38	2.5	2.1	5.6	8	-13	2%	i	13	-2.1	1198
Cc1ccc(-c2nn(-c3ccccc3)cc2CNCc2ccccc2)cc1	i	-0.83	-0.25	-0.11	0.2	8%	i	44	3.0	5.2	8.5	81	82	3%	i	-1	0.2	1414
